Compound activity deposited in PubChem BioAssay by National Center for Advancing Translational Sciences (NCATS).
HT1080 IDH1KD tx: toxicity to HT-1080 IDH1 knockdown cells (counter line). HT-1080 IDH1 knockdown viability, ATP luminescence, 48 h. Potency, µM (titrated, usually from 46.1 µM), for inactives: top-dose activity, negative = toxicity, usual class: cytotoxic. 360,000 tested, 2% active;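 further: potency means the concentration at half of the fitted maximal effect; 0% = DMSO wells and -100% = cell-free medium wells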
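% activity derives from luminescence (CellTiter-Glo), normalised to DMSO and no-cell wells. HT-1080-IDH1KD cells, 750/well, had 48 h compound exposure at 37 °C.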
KB-3-1 tox: KB-3-1 parental cell cytotoxicity. Potency, µM (titrated, usually from 46.1 µM), for the others: at the top dose activity change, negative = cytotoxic, most hits filed as cytotoxic. KB-3-1 viability, CellTiter-Glo ATP luminescence, 72 h. 400,000 tested, 1.4% active; further: potency means the concentration at half of the fitted maximal effect; on the % scale 0 is the no-effect control and ±100 the full control effect; nearly all actives have a fitted effect of over 60% in size
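KB-3-1 cells, DMEM (no phenol red) + 10% FBS; compound by pin transfer, 72 h, 37 °C. Readout: CellTiter-Glo luminescence after 10 min. Data normalized, curve-fitted.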
IL-1B inflam inh: inflammasome signaling inhibition, IL-1 beta readout | activity change, % at 57.5 µM | 360,000 tested, 4.7% active | THP-1 LPS/ATP IL-1B secretion, AlphaLISA, 16 h; stronger effect = lower value | AID 743279; in the data active means activity change below about -50%; inconclusive means mostly about -30% to -49%; further: on the % scale 0 is the no-effect control and ±100 the full control effect
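Secreted IL-1B measured by AlphaLISA bead assay after 16 h compound exposure of THP-1 cells; compounds (final up to 57.5 uM) added 1 h before LPS (250 ng/mL) and ATP (1.25 mM) stimulation; lower signal means less secretion.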
WRN helicase inh: WRN helicase (human) inhibition. Q14191. WRN helicase unwinding, fluorescent forked duplex, kinetic. Potency, µM (titrated, usually from 114 µM), inactives show at the highest dose activity change, negative = inhibition, actives largely listed as inhibitors. 360,000 tested, 0.46% active; further: potency means the concentration at half of the fitted maximal effect; on the % scale 0 is the no-effect control and ±100 the full control effect; nearly all actives have a fitted effect of over 55% in size
Target sequence (Q14191 whole entry, looked up): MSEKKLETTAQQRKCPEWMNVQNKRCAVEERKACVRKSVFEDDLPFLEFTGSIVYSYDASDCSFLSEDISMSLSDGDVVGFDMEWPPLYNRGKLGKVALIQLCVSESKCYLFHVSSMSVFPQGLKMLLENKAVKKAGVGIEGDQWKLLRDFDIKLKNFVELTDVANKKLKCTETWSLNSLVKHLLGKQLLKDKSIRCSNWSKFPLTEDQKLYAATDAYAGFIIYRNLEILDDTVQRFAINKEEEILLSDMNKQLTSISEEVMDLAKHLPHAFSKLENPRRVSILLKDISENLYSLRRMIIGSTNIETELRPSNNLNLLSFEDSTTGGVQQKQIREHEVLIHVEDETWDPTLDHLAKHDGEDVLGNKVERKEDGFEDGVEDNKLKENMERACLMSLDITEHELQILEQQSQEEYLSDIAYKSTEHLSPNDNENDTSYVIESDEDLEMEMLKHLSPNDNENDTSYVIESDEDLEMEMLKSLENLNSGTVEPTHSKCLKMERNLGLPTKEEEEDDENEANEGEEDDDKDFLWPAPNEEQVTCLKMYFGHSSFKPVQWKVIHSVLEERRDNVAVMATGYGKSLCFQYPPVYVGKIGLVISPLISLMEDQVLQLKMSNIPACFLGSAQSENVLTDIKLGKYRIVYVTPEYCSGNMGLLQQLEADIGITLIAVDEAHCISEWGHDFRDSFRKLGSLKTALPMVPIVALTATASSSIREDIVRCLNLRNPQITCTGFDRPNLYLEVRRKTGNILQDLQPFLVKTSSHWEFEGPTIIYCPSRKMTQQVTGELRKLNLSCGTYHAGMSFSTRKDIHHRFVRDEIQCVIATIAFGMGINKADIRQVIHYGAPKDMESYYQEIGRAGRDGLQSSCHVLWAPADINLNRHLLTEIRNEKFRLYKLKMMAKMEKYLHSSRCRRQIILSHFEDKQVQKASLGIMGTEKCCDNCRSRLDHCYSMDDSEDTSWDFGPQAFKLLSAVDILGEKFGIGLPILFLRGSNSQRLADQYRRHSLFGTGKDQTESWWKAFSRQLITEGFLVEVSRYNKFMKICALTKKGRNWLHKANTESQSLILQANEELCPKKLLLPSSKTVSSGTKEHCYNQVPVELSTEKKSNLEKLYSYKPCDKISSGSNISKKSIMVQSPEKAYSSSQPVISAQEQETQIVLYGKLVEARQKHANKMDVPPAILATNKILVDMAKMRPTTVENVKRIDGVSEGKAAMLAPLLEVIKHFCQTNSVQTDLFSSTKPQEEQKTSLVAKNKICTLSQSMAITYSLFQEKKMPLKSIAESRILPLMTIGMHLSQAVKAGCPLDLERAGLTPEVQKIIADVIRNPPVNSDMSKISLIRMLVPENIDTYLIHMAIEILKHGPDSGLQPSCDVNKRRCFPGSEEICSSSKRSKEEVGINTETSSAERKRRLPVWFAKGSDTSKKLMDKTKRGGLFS
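Screening of the MLSMR collection measured strand separation of a quenched forked DNA duplex (100 nM) by 20 nM WRN with 2 mM ATP, all final. Compounds were preincubated with enzyme 15 min at room temperature.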
HT1080-NT tox: kills 2HG-producing HT-1080-NT fibrosarcoma cells. HT-1080-NT fibrosarcoma viability, CellTiter-Glo ATP luminescence, 48 h. Potency, µM (highest dose often 46.1 µM), for the others: at the top dose activity, negative = less viability, most hits filed as cytotoxic. 360,000 tested, 1.6% active;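 further: NT is the 2HG producing partner of a matched IDH1 knockdown line; potency means the concentration at half of the fitted maximal effect; 0% = DMSO-treated cells and -100% = media-only wells without cells; nearly all actives have a fitted effect of over 55% in size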
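HT-1080-NT fibrosarcoma cells (2HG-overproducing), 750 cells/well in RPMI with 5% FBS, dosed after 2 h and incubated 48 h at 37C. CellTiter-Glo luminescence normalized to DMSO and no-cell wells; concentration-response curves fitted and classed.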
SW480 rerep: induces DNA re-replication in SW480 colon adenocarcinoma cells. SW480 DNA re-replication, Hoechst DNA content imaging, 48 h. Potency, µM (top dose mostly 46.1 µM), without a hit: top-dose re-replication activation, hits mostly activators. 340,000 tested, 1.8% active. AID 624297; further: potency means the concentration at half of the fitted maximal effect; % of control where 0% means no effect; nearly all actives have a fitted effect of over 55% in size
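Treated cells incubate 48 hr (37 C, 5% CO2), are stained 40 min with Hoechst, and nuclear fluorescence is enumerated; a rise in nuclei with high DNA signal marks re-replication.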
KB-V1 cytotox: kills drug-selected multidrug resistant KB-V1 cells; Potency, µM (top dose mostly 46.1 µM), without a hit: top-dose activity change, negative = cytotoxicity, usual class: cytotoxic; 400,000 tested, 3.4% active; KB-V1 MDR cells viability, CellTiter-Glo, 72 h; further: potency means the concentration at half of the fitted maximal effect; on the % scale 0 is the no-effect control and ±100 the full control effect; nearly all actives have a fitted effect of over 60% in size
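Luminescent ATP read-out (CellTiter-Glo, 10 min) measures survival of drug-selected KB-V1 MDR cells after 72 h, 37 degrees C compound exposure. Medium: phenol-red-free DMEM, 10% FBS. Values from fitted concentration-response curves.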
MCF10A rerep: DNA re-replication induction in MCF 10a cells | MCF 10A DNA re-replication, Hoechst nuclear intensity, 48 h | AID 624296 | 350,000 tested, 2.9% active | Potency, µM (highest dose often 46.1 µM), for the others: top-dose activity, positive = re-replication, hits mostly activators; further: potency means the concentration at half of the fitted maximal effect; % of control where 0% means no effect; nearly all actives have a fitted effect of over 50% in size
ATXN2 expr inh: ATXN2 expression inhibition; HEK-293 ATXN2-luciferase reporter, luminescence, 24 h; Potency, µM (top dose mostly 57 µM), for the others: at the top dose activity change, negative = inhibition, most hits filed as inhibitors; 360,000 tested, 0.72% active; AID 1745845; further: potency means the concentration at half of the fitted maximal effect; on the % scale 0 is the no-effect control and ±100 the full control effect; nearly all actives have a fitted effect of over 55% in size
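qHTS (up to 57 uM final) was run with 24 h compound exposure of reporter cells at 37 °C. Each well was multiplexed: SteadyGlo luminescence measured ATXN2-luciferase expression after a fluorogenic Gly-Phe-AFC viability readout (25 uM final).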
* hit, by the source's call; ? = inconclusive; nt = not tested or not shown; & = joins results of further samples; [ ] = remark or other dose. Unless noted, the call rests on the fitted dose curve; in most records, active means well fitted curve in the direction sought with a large enough effect; inconclusive means small, poorly fitted or top-dose-only effect, or another doubt; inactive means no such curve, though single readings can be large; an effect the other way counts as inactive or inconclusive.

Below each compound: HT1080 IDH1KD tx	KB-3-1 tox	IL-1B inflam inh	WRN helicase inh	HT1080-NT tox	SW480 rerep	KB-V1 cytotox	MCF10A rerep	ATXN2 expr inh
- Cc1c(Cl)cccc1N/C(SCC(=O)N1CCCCCC1)=C(/C#N)c1nc2ccccc2s1
→ -26%	21µM*	-94*	-3%	1%	15µM*	15µM*	?	?
- CCOC(=O)N1CCN(c2nc3c(C)cccn3c(=O)c2C=O)CC1
→ 11%	-8%	4	-4%	20%	-8%	-7%	-3%	-6%
- COc1ccc(Cl)cc1C(=O)NNC(=O)c1cccs1
→ 18%	-1%	9	-10%	6%	0%	-5%	1%	41%[activator]
- O=C(NN1CCOCC1)c1cc(-c2cccc(Cl)c2)nc2ccccc12
→ -11%	16%	-19	-1%	4%	-1%	12µM*	-3%	-13%
- COc1ccccc1C(=O)NC(CCSC)C(=O)NCC(c1ccccc1OC)N1CCCC1 (stereo unspecified)
→ 9%	6%	-3	-1%	5%	-63%[inhibitor]	16%	5%	-6%
- COC(=O)CSc1[nH]c2ccc(Br)cc2c1[N+](=O)[O-]
→ -10%	-4%	-8	4%	-7%	6%	7%	12µM*	16%
- Cc1ccc(-n2c(-c3ccc(Cl)cc3)n[nH]c2=S)cc1
→ -2%	-6%	13	2%	0%	1%	6%	-3%	nt
- COc1cccc(CN2CCN(C(=O)c3ccco3)CC2)c1
→ 2%	-21%	0	8%	0%	-23%	-15%	0.58µM*	8%
- Cc1cccc(NC(=O)N2CCC(c3nc4ccccc4o3)CC2)c1
→ -6%	6%	0	8%	2%	-8%	18µM*	-10%	-8%
- O=C(c1c[nH]c2ccc(S(=O)(=O)N3CCOCC3)cc2c1=O)N1CCCC1
→ 0%	-19%	-10	-8%	2%	-4%	-5%	-3%	-8%

Part of the list above, showing only HT1080-NT tox and IL-1B inflam inh:
mol	HT1080-NT tox	IL-1B inflam inh
COC(=O)CSc1[nH]c2ccc(Br)cc2c1[N+](=O)[O-]	-7%	-8
Cc1ccc(-n2c(-c3ccc(Cl)cc3)n[nH]c2=S)cc1	0%	13
COc1cccc(CN2CCN(C(=O)c3ccco3)CC2)c1	0%	0
Cc1cccc(NC(=O)N2CCC(c3nc4ccccc4o3)CC2)c1	2%	0

The list goes on:
Below each compound: HT1080 IDH1KD tx	KB-3-1 tox	IL-1B inflam inh	WRN helicase inh	HT1080-NT tox	SW480 rerep	KB-V1 cytotox	MCF10A rerep	ATXN2 expr inh
- COc1cc(SC)ccc1C(=O)Nc1c(C)cccc1C
→ 11%	-20%	21	-2%	5%	-7%	?	3%	-6%
- Cc1ccc(C(=O)OCc2cn3ccccc3n2)cc1
→ 19%	11%	8	4%	23%	1%	2%	4%	19%
- CCN1CCN(C(CNS(=O)(=O)c2ccc(C)cc2)c2ccccc2)CC1 (stereo unspecified)
→ 8%	?	6	3%	8%	23%	?	7%	-5%
- Cc1cccc(-n2c(N)c(C(=O)N3CCN(C)CC3)sc2=S)c1
→ 5%	13%	-19	-31%	6%	-1%	-2%	-3%	2%
- COc1ccc(OC)c(-c2c3cc(O)c(=O)cc-3oc3cc(O)c(O)cc23)c1
→ ?	0%	45	79µM*	?	?	0%	1%	?
- CNC(=S)NNC(=O)c1cc(C(C)(C)C)nn1Cc1ccc(F)cc1
→ 0%	0%	0	-3%	22%	-7%	4%	7%	-16%
- C[C@H](NC(=O)c1ccccc1Cl)C(=O)OCC(=O)N1CC2(C)CC1CC(C)(C)C2 (stereo partly specified)
→ 3%	26%	11	-3%	2%	-6%	0%	-12%	1%
- C=CCN(CC=C)CCOc1ccc(C)cc1[N+](=O)[O-]
→ 1%	5%	0	2%	5%	0%	5%	2%	37%[activator]
- Oc1ccc(C=NNc2ccccn2)c(O)c1
→ ?	?	20	5%	-27%	?	0%	16µM*	?
- COc1cccc(OC)c1C(=O)Nc1sc2c(c1C(N)=O)CCCC2
→ -1%	2%	nt	-14%	4%	119%	-19%	1%	-16%

Below each compound: HT1080 IDH1KD tx	KB-3-1 tox	IL-1B inflam inh	WRN helicase inh	HT1080-NT tox	SW480 rerep	KB-V1 cytotox	MCF10A rerep	ATXN2 expr inh
- NC(N)=N/N=C/c1ccccc1Cl
→ ?	-18%	2	10%	-29%	0%	?	8%	-25%
- Cc1ccc(C(=O)OCC(=O)NN2C(=O)NC3(CCC(C)CC3)C2=O)cc1 (stereo unspecified)
→ -1%	-3%	0	3%	0%	25%	29%	8%	4%
- CCOC(=O)c1c(C)[nH]c(C)c1S(=O)(=O)NCCCN1CCOCC1
→ 5%	0%	5	-4%	?	-10%	?	0%	1%
- O=C(Nc1ccc(CN2CCOCC2)cc1)c1ccc(-c2cccc([N+](=O)[O-])c2)o1
→ 0%	?	?	-1%	-1%	17%	?	2%	nt
- O=C(CSc1ncn[nH]1)Nc1ccc(S(=O)(=O)N2CCCC2)cc1
→ 8%	11%	2	-11%	5%	-3%	26%	21%	0%
- Cc1cccc(C)c1NC(=O)Nc1nnc([C@H]2C[C@H](O)[C@@H](CO)O2)s1
→ 8%	0%	24	5%	32%	nt	3%	nt	-2%
- COc1ccccc1NC(=O)Cn1c(=O)sc2ccccc21
→ -4%	6%	-13	-5%	-7%	-1%	5%	-1%	9%
- COc1ccc(C(O)c2nc(-c3ccc(Cl)cc3)cs2)cc1 (stereo unspecified)
→ ?	?	-25	-7%[57.1 µM]	-25%	nt	?	nt	11%
- O=C(C1=C[C@H](c2ccc(C(F)(F)F)cc2)C[C@H](OCCCCO)O1)N1CCOCC1
→ 1%	14%	?	1%	-2%	?	-9%	?	-5%
- COc1ccc2nc(NC(=O)CN3CCN(C)CC3)sc2c1
→ 0%	-6%	27	11%	3%	-6%	-1%	-2%	7%

Ordered by formula weight (highest first): some entries from above
Below each compound: HT1080 IDH1KD tx	KB-3-1 tox	IL-1B inflam inh	WRN helicase inh	HT1080-NT tox	SW480 rerep	KB-V1 cytotox	MCF10A rerep	ATXN2 expr inh
- Cc1ccc(C(=O)OCC(=O)NN2C(=O)NC3(CCC(C)CC3)C2=O)cc1 (stereo unspecified)
→ -1%	-3%	0	3%	0%	25%	29%	8%	4%
- Cc1cccc(C)c1NC(=O)Nc1nnc([C@H]2C[C@H](O)[C@@H](CO)O2)s1
→ 8%	0%	24	5%	32%	nt	3%	nt	-2%
- COc1ccc(C(O)c2nc(-c3ccc(Cl)cc3)cs2)cc1 (stereo unspecified)
→ ?	?	-25	-7%[57.1 µM]	-25%	nt	?	nt	11%

(more compounds)
Below each compound: HT1080 IDH1KD tx	KB-3-1 tox	IL-1B inflam inh	WRN helicase inh	HT1080-NT tox	SW480 rerep	KB-V1 cytotox	MCF10A rerep	ATXN2 expr inh
- CCn1c2ccccc2c2cc(CNCc3ccc(OC)cc3OC)ccc21
→ ?	-11%	-88*	-5%	-16%	?	-8%	7.3µM*	?
- CCOC(=O)c1c(NC(C)=O)no[n+]1[O-]
→ 12%	23%	18	-2%	12%	1%	14%	-4%	2%
- CC(NC(=O)C1CCCCC1)C(=O)NC1=NCCS1 (stereo unspecified)
→ -3%	-2%	-14	-1%	0%	-20%	5%	-2%	nt
- O=C(COC(=O)c1cc(S(=O)(=O)N2CCOCC2)ccc1O)NCc1ccc2c(c1)OCO2
→ 5%	-12%	-2	-2%	-1%	3%	?	0%	3%
- COc1cccc(/C=N/n2c(=O)[nH]c3ccccc32)c1OC
→ -4%	3%	-2	12%	-12%	4.1µM*	-25%	12%	11%
- CCCCn1c(NCc2ccc(N(C)C)cc2)nc2ccccc21
→ -19%	-3%&2%	?	-5%	-3%	-2%	?	18%	?
- O=c1[nH]nc(-c2ccc(F)cc2)cc1-c1ccccc1
→ -1%	0%	-72*	11%	11%	-7%	8%	12%	10%
- CCCc1ccc(OCCNC(=O)CC)cc1
→ 1%	0%	2	-1%	2%	16%	-11%	-10%	23%
- CS(=O)(=O)N1CCC(C(=O)NNC(=O)Nc2ccc(F)c(Cl)c2)CC1
→ -1%	3%	14	-17%	-8%	-2%	5%	3%	-6%
- Cc1cc(N2CCCC2)ccc1NC(=O)CN1C(=O)NC(C)(c2ccccc2)C1=O (stereo unspecified)
→ 3%	15%	-4	-5%	-2%	-16%	13%	-5%	12%

Below each compound: HT1080 IDH1KD tx	KB-3-1 tox	IL-1B inflam inh	WRN helicase inh	HT1080-NT tox	SW480 rerep	KB-V1 cytotox	MCF10A rerep	ATXN2 expr inh
- CC(C)(C)NS(=O)(=O)c1ccc(NC(=O)C2CCCCC2)cc1
→ -17%	-21%	-14	-7%	-10%	7%	0%	9%	-9%
- CCN(CC(=O)Nc1ccc(OC)cc1)C(=O)c1ccc(Cl)c(S(=O)(=O)N2CCCC2)c1
→ 0%	?	12	-2%	-1%	10%	18%	12%	-7%
- CCSc1ccc(-c2cc(NC=O)c3ncc(-c4cc(OC)c(OC)c(OC)c4)n3c2)cc1
→ -23%	?	110	-11%	?	nt	?	nt	-19%
- O=C(Cc1c(F)cccc1Cl)NNC(=O)c1ccncc1
→ 9%	21%	7	6%	10%	-14%	0%	?	0%
- COc1ccc(CNC(=O)COC(=O)CCOc2ccc(C)cc2)cc1
→ 4%	-5%	4	7%	-1%	-1%	-3%	2%	6%
- CC(C)N(C)c1ncnc2c1ncn2[C@H]1CN(Cc2ccncc2)C[C@@H](CO)O1
→ 1%	-23%	15	5%[57.1 µM]	3%	nt	-13%	nt	8%
- NS(=O)(=O)c1cccc(NC(=O)CSc2nn(-c3ccccc3)c(=S)s2)c1
→ -18%	1%	8	-15%	-17%	-1%	16%	2%	3%
